CXCR6 block: inhibitors of human CXCR6 receptor; O00574; 360,000 compounds, 0.36% hits; CHO-K1 PathHunter CXCR6 beta-arrestin, luminescence; inhibition, % at 20 µM; in the data active means inhibition above about 34%, passing the limit was not always enough;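 further: antagonist mode with CXCL16 agonist at 10 nM final; 0% = 10 nM CXCL16 with DMSO and 100% = unstimulated wells without agonist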
Target sequence (O00574 whole entry, looked up): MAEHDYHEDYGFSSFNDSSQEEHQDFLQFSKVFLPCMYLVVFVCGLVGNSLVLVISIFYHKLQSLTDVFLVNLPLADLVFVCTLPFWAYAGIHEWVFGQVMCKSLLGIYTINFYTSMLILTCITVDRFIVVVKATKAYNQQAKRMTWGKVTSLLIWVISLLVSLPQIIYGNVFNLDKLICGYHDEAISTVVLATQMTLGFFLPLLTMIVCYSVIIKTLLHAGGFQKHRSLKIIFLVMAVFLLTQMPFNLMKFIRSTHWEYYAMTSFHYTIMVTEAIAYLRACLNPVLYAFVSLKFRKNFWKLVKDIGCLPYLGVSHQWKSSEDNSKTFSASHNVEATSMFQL
Gli-Sufu antag: antagonists of Gli-Sufu signaling. 340,000 compounds, 0.74% hits. Sufu-KO-LIGHT fibroblasts, Gli luciferase reporter luminescence. inhibition, % at 5 µM;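 active means inhibition above about 55%, limit read from the data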;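 further: 0% = DMSO-treated cells and 100% = wells with medium but no cells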
APOBEC3A inh: human APOBEC3A DNA deaminase inhibition; inhibition, % at 20 µM; recombinant A3A, FAM/TAMRA ssDNA deamination fluorescence; P31941; 330,000 compounds, 0.41% hits;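 active means at least 40% inhibition at 20 µM here, with at most 30% in a related deaminase screen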;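 further: plate controls were A3A with DMSO for no effect and wells lacking A3A enzyme for full effect; some results filed as inactive read as strong as hits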
A3G deaminase: inhibitors of human APOBEC3G DNA deaminase. Q9HC16. recombinant A3G, ssDNA deamination FAM/TAMRA fluorescence. inhibition, % at 20 µM. 330,000 compounds, 0.28% hits;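 active means inhibition of at least 40% at 20 µM, with no more than 30% in the related APOBEC3A deaminase screen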;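 further: plate controls were DMSO wells with A3G for no effect and wells lacking A3G enzyme for full effect; some compounds called inactive have numbers as strong as hits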
CCR6 antag: blocks CCL20-driven beta-arrestin recruitment at human CCR6; P51684; CHO-K1 CCR6 PathHunter beta-arrestin, luminescence, CCL20-stimulated; inhibition, % at 20 µM; 340,000 compounds, 0.49% hits;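 active means compounds whose inhibition of the agonist-driven luminescence signal at 20 µM reaches about 50%, limit read from the data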;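 further: cells stimulated with CCL20 at 14 nM final; plate controls were DMSO with CCL20 for no effect and DMSO without agonist for full effect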
Target sequence (P51684 whole entry, looked up): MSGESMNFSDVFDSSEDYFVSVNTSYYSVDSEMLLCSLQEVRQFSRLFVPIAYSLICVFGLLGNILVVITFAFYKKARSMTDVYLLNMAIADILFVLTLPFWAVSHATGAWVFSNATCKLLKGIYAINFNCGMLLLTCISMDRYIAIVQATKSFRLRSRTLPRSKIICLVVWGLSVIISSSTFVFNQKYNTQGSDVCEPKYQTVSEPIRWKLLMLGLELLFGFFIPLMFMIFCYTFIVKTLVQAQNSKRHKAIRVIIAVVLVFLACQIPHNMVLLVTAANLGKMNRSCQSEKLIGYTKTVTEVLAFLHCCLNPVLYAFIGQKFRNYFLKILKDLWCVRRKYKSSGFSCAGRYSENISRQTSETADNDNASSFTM
MPTP inh: inhibitors of mitochondrial permeability transition pore | 360,000 compounds, 1.4% hits | isolated mouse mitochondria, Ca2+ swelling absorbance, 30 min | AID 602449 | inhibition, % at 10 µM;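 active means inhibition of 50% or more, scaled per plate between neutral and stimulator controls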;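 further: 0% = DMSO wells given calcium and 100% = 1 mM EGTA wells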
EBI2 antag: blocks human EBI2 receptor beta-arrestin signaling; EBI2 beta-arrestin recruitment, luminescence, 7a,25-OHC stimulated; inhibition, % at 5 µM; 360,000 compounds, 0.81% hits; AID 651636; in the data active means inhibition above about 38%;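 further: enzyme fragment complementation signal reports receptor beta-arrestin coupling in cells; 0% = agonist plus DMSO wells and 100% = wells without agonist; some results beyond the cut were filed as inactive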
Target sequence (P32249 whole entry, looked up, the tested form may be a part): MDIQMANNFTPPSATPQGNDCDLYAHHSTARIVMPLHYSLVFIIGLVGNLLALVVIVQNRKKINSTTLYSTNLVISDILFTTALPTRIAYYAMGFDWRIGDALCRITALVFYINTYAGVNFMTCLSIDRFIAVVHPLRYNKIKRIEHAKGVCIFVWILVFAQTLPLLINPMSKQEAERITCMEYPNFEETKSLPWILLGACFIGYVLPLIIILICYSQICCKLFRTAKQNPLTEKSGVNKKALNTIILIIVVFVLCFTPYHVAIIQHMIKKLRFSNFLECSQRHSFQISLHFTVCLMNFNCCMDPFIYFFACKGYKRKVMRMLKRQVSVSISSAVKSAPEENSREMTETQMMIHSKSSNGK
GRIN3A LBD mod: NR3A (human) ligand-binding domain modulation; NR3A LBD differential scanning fluorimetry, Tm shift; 0% = protein alone, 100% = glycine-bound protein; Tm shift relative to glycine control, % at 25 µM; 340,000 compounds, 2.5% hits; AID 1259313;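 active means melting temperature shift of at least 10% of the positive control shift, at one fixed dose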
The depositor's hits bear a star; / = no result given.

SMILES	CXCR6 block	Gli-Sufu antag	APOBEC3A inh	A3G deaminase	CCR6 antag	MPTP inh	EBI2 antag	GRIN3A LBD mod
O=C(CSC1=NC(=O)C(c2ccccc2)C(=O)N1)Nc1cccc(Cl)c1 (centres undefined)	5	0	-3	-4	0	4.6	5	-1
O=S(=O)(NCC1CCCO1)c1ccc(S(=O)(=O)N2CCCC2)cc1 (centres undefined)	-3	3	-2	-6	6	-1.7	-4	-2
O=C(O)c1cccc2c1C(=O)c1cccc3snc-2c13	-2	-1	1	-5	-3	1.0	2	0
Cc1ccc(C)c(S(=O)(=O)NCc2ccncc2)c1	-14	20	-4	-6	-3	7.1	0	1
CC(=O)Nc1ccc(-c2cn3cc(C)ccc3n2)cc1	-2	-83	-4	-6	8	0.2	-13	20*
O=C(CNc1ccc(Br)cc1)NNC1=NCCC1	-4	2	2	1	5	-0.8	-6	-3
C=CCSc1nc2c(c(=O)[nH]c(=O)n2C)n1CC	-8	5	-4	8	-9	-0.6	0	-1
COc1cccc(N2CCN(c3ncccn3)CC2)c1	-2	-39	0	-3	1	-0.8	2	0
CCN(C(=O)CSc1nnc2c3ccccc3n(CC)c2n1)C1CCS(=O)(=O)C1 (centres undefined)	4	11	-2	-7	27	-0.5	-10	-3
CSc1ccccc1NC(=O)CN(C)C(=O)c1ccc(-n2cccn2)cc1	-2	-4	3	3	6	-0.4	11	1
COC(=O)C(CCSC)NS(=O)(=O)c1ccc(Cl)cc1 (centres undefined)	-3	-4	1	-2	-6	2.3	-12	0
CCN1CCN(S(=O)(=O)CC2(C)C3CCC2(C)C(=O)C3Br)CC1 (centres undefined)	-3	5	-2	4	-2	0.9	-7	1
COc1ccccc1N1CCN(C(=O)c2noc(C)c2[N+](=O)[O-])CC1	4	49	-7	-8	0	0.6	-6	0
CN(CC(=O)Nc1ccc(N2CCOCC2)cc1)C(=O)COc1ccccc1F	-3	-1	10	5	7	-0.5	-3	-3
Cc1ccc(N2CC(C(=O)OCc3nnc(-c4ccccc4)o3)CC2=O)cc1 (centres undefined)	2	2	2	3	-4	-1.1	-7	1
CCOC(=O)c1nn(-c2ccccc2)c(=O)c(C#N)c1C	4	3	1	1	11	-1.1	0	0
CO/N=C/C(C#N)=C/c1cc(C(=O)c2ccccc2)cn1C	5	6	-2	-1	2	-0.5	4	-2
O=C(C1CCCO1)N1CCN(S(=O)(=O)c2cc(F)ccc2F)CC1 (centres undefined)	-10	21	-3	-10	-18	-0.1	4	-4
COC(=O)C(Cc1c[nH]c2ccccc12)NC(C)=O (centres undefined)	-3	1	-6	-8	-1	-0.8	4	1
Cc1cc2oc(C(=O)N3CCN(CCc4ccccn4)CC3)c(C)c2cc1C	-7	11	2	0	3	-1.2	50*	-3
COCCNC(=S)N(CCCO)Cc1cc2cc3c(cc2[nH]c1=O)OCCO3	-9	-2	-2	-9	6	0.1	7	-1
CC1CCCCC1NC(=O)CC1Oc2ccccc2NC1=O (centres undefined)	-2	-7	-3	2	-4	-0.3	-2	8
Cn1cc(-c2nnnn2-c2ccc(Cl)cc2)c(=O)c2ccccc21	6	8	1	2	4	-1.2	-7	1
Cc1ccc(/C=N/n2c(COc3ccccc3)n[nH]c2=S)cc1	1	-2	-4	-5	9	0.5	15	6
Cc1nc2c(C(=O)N3CCN(C)CC3)cnn2c(C)c1Cc1ccc(Cl)cc1	1	6	3	-4	-7	-2.2	-14	-1
COCCn1c(SCC(=O)Nc2ccc(C)cc2C)nc2c(oc3ccccc32)c1=O	-1	-10	2	-1	16	1.4	12	0
Cc1ccc(S(=O)(=O)CC(=O)Nc2nc(C(C)(C)C)cs2)cc1	-14	12	3	-5	18	0.3	3	-2
CC1=NOC2(C1)N(C)c1ccccc1C2(C)C (centres undefined)	1	-1	1	-4	-13	-1.7	1	3
CCOc1ccc(CCNC(=O)COC(=O)/C=C/c2ccc(OCC#N)c(OC)c2)cc1OCC	-5	-8	4	-5	1	0.8	-6	-1
N#Cc1cc(N)c(Nc2ccccc2)cc1C#N	-3	-8	0	-3	7	1.5	-11	1
CCS(=O)(=O)N1Cc2ccccc2CC1C(=O)Nc1nnc(SCc2ccc(C#N)cc2)s1 (centres undefined)	-1	0	2	0	11	7.0	4	-1
COc1ccc(-n2c(O)c(/C=N/NS(=O)(=O)c3cc(C)ccc3C)c3ccccc3c2=O)cc1OC	4	2	-19	-37	-5	1.9	-4	6
CCc1ccccc1NC(=O)C1CCN(S(C)(=O)=O)CC1	-16	6	-2	-5	-2	1.1	-7	-1
COCCN1C(=O)C(O)=C(C(=O)c2ccco2)C1c1cccc(Oc2ccccc2)c1 (centres undefined)	-1	-9	1	4	6	1.4	-22	-5
O=C(N/N=C/c1cc([N+](=O)[O-])ccc1Cl)c1cnccn1	2	-5	-3	-5	-10	-1.4	-23	1
Cn1c(=O)n(C)c2cc(NC(=O)COc3ccccc3)ccc21	6	8	-7	-5	5	0.8	-9	0
N#CCCN1CCN(S(=O)(=O)c2ccc3c(c2)OCCCO3)CC1	-2	2	-2	-8	-13	-5.6	5	1
Cc1ccc2sc(=O)[nH]c2c1	-7	1	-1	-5	-1	2.3	-2	-1
CCC(=O)Nc1nc2ccccc2n1Cc1ccccc1C	18	3	0	-2	29	-1.5	-2	-1
CSc1nnnn1-c1ccc(C(=O)O)cc1	1	0	6	3	11	0.6	-8	2
COc1ccc(S(=O)(=O)N2CCN(CC3CC=CCC3)CC2)cc1 (centres undefined)	2	29	-2	-8	11	1.1	-9	0
Cc1nc(CSc2nnc(N)s2)cs1	-4	-1	6	-11	0	-1.3	-18	0
O=C1C=C(c2ccccc2)CC(/C=C/c2ccccc2)C1 (centres undefined)	4	5	1	-8	22	1.0	44	-8
Cn1ccc(C(=O)OCC(=O)Nc2ccccc2Cl)n1	-5	-16	6	9	-5	-3.6	-1	0
CN(Cc1ccc(Cl)s1)C(=O)CNC(=O)CNC(=O)c1ccc(Cl)cc1Cl	0	-10	-5	-8	22	-0.8	2	1
Cc1ccc(-c2nc(CCNC(=O)c3ccco3)cs2)cc1	-3	-2	7	-2	-9	-0.7	-6	1
Cc1c(C)c2c(c(C)c1O)CCC(C)(C(=O)O)O2 (centres undefined)	-6	-3	-1	-2	-4	-0.3	-14	-1
O=C(NCc1cccnc1)C1CC(=O)N(c2ccc(F)cc2)C1 (centres undefined)	-2	1	-1	-5	4	1.0	-7	2
Cc1nc2ccc(NC(=S)NC(C)C)cc2nc1C	-1	-1	-2	0	8	-1.0	-7	-1
O=C1CCCc2nc(NCc3ccco3)ncc21	-8	-1	-4	-5	1	-1.4	-6	-1
CS(=O)(=O)c1ccc2nc(NC(=O)c3ccccc3Br)sc2c1	7	-42	2	1	9	1.7	-4	0
CN(C)c1ccc(NC(=O)Cn2c(=O)n(Cc3ccccc3)c(=O)c3ccccc32)cc1	-6	-3	0	-5	11	2.7	3	-4
CCC1(c2ccccc2)NC(=O)N(CC(=O)NCc2ccc(C)cc2)C1=O (centres undefined)	-3	10	-3	-8	1	-0.4	-3	-2
Cc1ccc(C(=O)NCC(=O)Nc2cc(C)ccn2)cc1	-4	-10	-2	2	-2	-1.5	0	2
O=C(O)Cc1ccc(NC(=O)C(c2ccccc2)c2ccccc2)cc1	-3	0	-3	-10	4	-1.3	2	-3
O=C(c1cc(N2CCCCC2)nc2ccccc12)N1CCOCC1	-1	-4	-4	-8	-15	-1.5	0	-1
CC1(C(=O)NCCOc2ccccc2Cl)CC1(Cl)Cl (centres undefined)	4	-1	-6	-4	19	5.4	-14	0
COC(=O)C(NC(=O)c1cccnc1Cl)C(C)C (centres undefined)	-3	-6	-7	-1	1	0.6	14	0
CC[C@@H]1C=C(C(=O)O)[C@H](c2ccc(C)cc2)N1S(=O)(=O)c1ccc(C)cc1	-1	-2	-5	-8	-18	0.4	0	-1
CCOC(=O)CCCNc1ccc([N+](=O)[O-])cc1[N+](=O)[O-]	-5	-1	-6	-7	-4	0.3	2	-6

New compounds follow.
SMILES	CXCR6 block	Gli-Sufu antag	APOBEC3A inh	A3G deaminase	CCR6 antag	MPTP inh	EBI2 antag	GRIN3A LBD mod
Cc1c(C(=O)O)sc2nc3n(c(=O)c12)CCCCC3	-8	4	-2	-1	0	-0.8	-8	1
CCOc1cc(/C=N/NC(=O)C(OC)c2ccccc2)ccc1O (centres undefined)	4	2	-6	-1	16	3.9	-4	1
COc1ccc(CNCC(=O)Nc2cc(C)nn2-c2nc(C)cc(C)n2)cc1OC	/	-11	2	-2	9	/	/	0
O=C(/C=C/c1ccccc1)Nc1ccc(S(=O)(=O)N2CCOCC2)cc1	3	12	2	-2	20	1.1	5	31*
Cc1ccc(Nc2cc(C)nc3ncnn23)c(C)c1	-5	18	1	-6	-1	2.8	-5	0
Cc1nn(-c2ccc(F)cc2)c2sc(C(=O)OCC(=O)N3CCC(C)CC3)cc12	8	7	-3	-5	7	-1.8	6	2
COC(=O)C(C)Oc1ccc2cc(-c3ccccc3)c(=O)oc2c1 (centres undefined)	-10	-4	0	0	2	-1.8	1	-2
COc1cc2ncc(C(=O)c3ccccc3)c(N3CCN(Cc4ccccc4)CC3)c2cc1OC	6	8	-6	-3	16	0.1	9	-6
Cc1ccc(NC(=O)COC(=O)c2ccc3c(c2)NC(=O)C2CCCN32)cc1 (centres undefined)	-5	-21	-2	-2	-25	2.0	-11	-3
CSc1nc(NCCOCCO)c2sc3nc(-c4ccco4)c4c(c3c2n1)CCC4	6	0	86	77	-2	-3.3	13	-2
CCC(C)C(NC(=O)C1CCC(C)CC1)C(=O)NCc1ccco1 (centres undefined)	0	-7	-5	-7	-7	0.6	0	-1
COc1ccc(CCN2C(=O)C3C4C=CC(C5CC45)C3C2=O)cc1OC (centres undefined)	12	-18	0	-2	1	3.6	-8	0
O=C(Cn1cnc2c(nnn2-c2ccccc2)c1=O)NCCc1ccccc1	-1	-5	-7	-6	0	-1.6	-2	3
Cc1ccc(SCc2[nH]nc3c2C(c2ccco2)C(C#N)=C(N)O3)cc1 (centres undefined)	-4	12	-6	-8	6	0.7	-24	2
CCCn1cnc2c(Sc3c([N+](=O)[O-])ncn3C)nc(N)nc21	1	-1	/	/	4	-1.4	-20	0
CC(=O)c1cc(CC(=O)N2CCc3c([nH]c4ccccc34)C2c2ccccn2)cs1 (centres undefined)	4	12	-1	0	16	-2.9	13	-2
COc1ccc(-c2cc(=O)oc3cc(OC(C)C(=O)NC(Cc4c[nH]c5ccc(O)cc45)C(=O)O)ccc23)cc1 (centres undefined)	7	-6	-3	-6	-7	0.1	-5	0
Cc1snc(SCC(=O)c2ccc([N+](=O)[O-])cc2)c1C#N	-18	-20	-3	50*	6	-1.9	0	3
Cc1nn(CCC(=O)NNC(=S)Nc2ccc(F)cc2)c(C)c1Br	16	-18	1	-1	28	0.3	10	0
O=C(NCc1ccccc1)N1CCN(c2ccc(F)cc2)CC1	-3	-8	0	-2	-11	20	0	1

Structures shown so far that have a COOH group (seven):
SMILES	CXCR6 block	Gli-Sufu antag	APOBEC3A inh	A3G deaminase	CCR6 antag	MPTP inh	EBI2 antag	GRIN3A LBD mod
O=C(O)c1cccc2c1C(=O)c1cccc3snc-2c13	-2	-1	1	-5	-3	1.0	2	0
CSc1nnnn1-c1ccc(C(=O)O)cc1	1	0	6	3	11	0.6	-8	2
Cc1c(C)c2c(c(C)c1O)CCC(C)(C(=O)O)O2 (centres undefined)	-6	-3	-1	-2	-4	-0.3	-14	-1
O=C(O)Cc1ccc(NC(=O)C(c2ccccc2)c2ccccc2)cc1	-3	0	-3	-10	4	-1.3	2	-3
CC[C@@H]1C=C(C(=O)O)[C@H](c2ccc(C)cc2)N1S(=O)(=O)c1ccc(C)cc1	-1	-2	-5	-8	-18	0.4	0	-1
Cc1c(C(=O)O)sc2nc3n(c(=O)c12)CCCCC3	-8	4	-2	-1	0	-0.8	-8	1
COc1ccc(-c2cc(=O)oc3cc(OC(C)C(=O)NC(Cc4c[nH]c5ccc(O)cc45)C(=O)O)ccc23)cc1 (centres undefined)	7	-6	-3	-6	-7	0.1	-5	0
